From PubChem
b-catenin transl: modulators of beta-catenin nuclear translocation, primary screen, imaging, HeLa cells, immunofluorescence, high-content | nuclear translocation activity, % at 5 µM | 190,000 compounds, 0.3% hits | AID 1665, 2009;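 active = nuclear translocation activity above 50% at 5 µM, with a well cell count of 50 or more; inconclusive = wells under 50 cells across six images, flagged as toxic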;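 note: per-cell ratio of nuclear to cytoplasmic median beta-catenin stain intensity; plate controls were DMSO negative control for no effect and GSK-3 inhibitor IX positive control for full effect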
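Test system: human HeLa cells, endogenous beta-catenin. Times: 24 h compound exposure, 37°C. Measured by: beta-catenin immunofluorescence imaging with DAPI.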
WT yeast gro inh: growth inhibition of WT strain, primary screen, mitochondrial fusion inhibitor project, WT and mutant strains, chemical genetic. inhibition, % at 10 µM. mitochondrial fusion phenotypic screen. 190,000 compounds, 2.1% hits; in the data active = inhibition above about 58%; tested in S. cerevisiae
Autophagy mod: autophagy modulators in MEF cells, primary screen, imaging, high-content, MEF GFP-LC3; MEF GFP-LC3 puncta imaging; test concentration mostly 10 µM; calls only at 10 µM (by protocol); 190,000 compounds, 0.98% hits;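 active = percentage of spot-positive cells more than 3 SD above its plate mean, without a fluorescence outlier flag or 80% toxicity; inconclusive = no clear call, values can overlap the other calls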;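 note: spot-positive cell cutoff set from DMSO-treated cells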
Ins promoter up: insulin promoter activators in MIN6 cells, imaging, high-content screening, mouse beta cells | z-score at 5 µM | 190,000 compounds, 0.3% hits | AID 1625, 2009 | MIN6 insulin promoter-GFP reporter; hits give high values;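 active = z-score above 3 at 5 µM with at least 500 cells counted in the well; inconclusive = wells under 500 cells, flagged as cytotoxic or low count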
Hep lipid drop: inhibitors of hepatocyte lipid droplet formation, primary screen, imaging, high-throughput imaging, BODIPY stain; AML12 mouse hepatocytes, oleate lipid droplets; inhibition, % at 6.5 µM; 240,000 compounds, 0.4% hits; AID 1656, 2009;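 active = lipid droplet intensity inhibited by at least 50%, with more than 500 cells counted; inconclusive = wells with under 300 cells, treated as cytotoxic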
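Test system: AML12 mouse liver cells; schedule: overnight exposure; technique: high-content imaging of BODIPY-stained droplets and DAPI nuclei; read-out: % inhibition of corrected integrated BODIPY droplet signal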
Dynein cargo inh: inhibitors of GR-EGFP nuclear translocation, primary screen, dynein cargo transport inhibitor project, imaging, high-content, 3617.4 mouse cells | test concentration mostly 20 µM; stimulated with dexamethasone, 1 µM; hits give low values | z-score, hits read low | 220,000 compounds, 0.47% hits | AID 1381, 2008;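 active = plate z-score of nuclear minus cytoplasmic receptor signal below a set negative limit, without overly bright fluorescence or cell loss, cut at about -3.5 in these data, passing the limit was not always enough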;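 note: z-score of nuclear minus cytoplasmic ring GR-EGFP intensity difference per well; some compounds called inactive have numbers as strong as hits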
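Buffer or medium: tet-free medium with charcoal-stripped serum / Also added: dexamethasone agonist, 1.0 µM final, for 30 min / Timing: induction 48 h, compound 1 h, agonist 30 min / Measured by: high-content fluorescence imaging after fixation / Read-out: nuclear-to-cytoplasmic GR-EGFP distribution per well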
MT stabilize HCS: microtubule stabilizers in HeLa cells, primary screen, imaging, high-content imaging; % tubulin-high responders, % at 10 µM; HeLa tubulin immunostaining HCS, 24 h; share of cells brighter than vehicle mean+2SD; 200,000 compounds, 0.83% hits;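 active = plate Z-score above 3 for both tubulin-high and condensed-nucleus cell shares, with cell loss under 80%, at 10 µM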;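 note: anti alpha tubulin signal scored within the nucleus-defined area of each cell; some results filed as inactive read as strong as hits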
Yfh1-depleted yeast: enhancers of respiration in Yfh1-depleted yeast, dose response, Friedreich's ataxia, plus single-dose screen (AID 1465); 220,000 compounds, 0.074% hits; fold induction at 50 µM, or EC50 in µM where a hit was titrated; S. cerevisiae Yfh1-off respiration, WST-1 reduction, 72 h; higher fold induction means a stronger effect;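 active = fold induction of absorbance versus untreated yeast above a set limit, then at least 30% activation at any dose in follow-up; inconclusive = repeats straddling the limit, or above it without dose testing; inactive = fold induction below the set limit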;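 note: activators that raise dye reduction in frataxin-depleted yeast; strong numbers were not always called active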
HEK293 NOD2/NF-kB: NOD2 signaling inhibitors, cell-based, luminescence, uHTS, HEK293 (AID 1566). HEK293 NOD2/NF-kB luciferase reporter, luminescence; higher % means a stronger effect. inhibition, % at 4 µM, or EC50 in µM where a hit was titrated. 290,000 compounds, 0.63% hits; in the data active = inhibition above about 50%; note: many of its hits are not listed in these tables
WT yeast gro inh mutant strain: also measured in WT yeast gro inh; calls as there; inhibition, %; mitochondrial fusion phenotypic screen, mutant strain inhibition
Dynein cargo inh cytoplasmic EGFP: recorded beside Dynein cargo inh, whose call it bears; z-score; measured here: cytoplasmic GR-EGFP intensity; hits give high values
Dynein cargo inh nuclear GR-EGFP: further read-out of Dynein cargo inh, marked with its call; z-score; measured here: nuclear GR-EGFP intensity;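 lower value marks the stronger effect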
Dynein cargo inh cell count: second read-out of Dynein cargo inh, no call of its own (marks repeat the call); z-score; measured here: cell count per field
Ins promoter up cell count: also measured in Ins promoter up; calls as there; cell count; measured here: cytotoxicity, nuclei count;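 total cells summed across four imaged fields per well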
Hep lipid drop cells 6.5 µM: further read-out of Hep lipid drop, marked with its call; cell count; measured here: cell count, cytotoxicity flag;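 cells counted across two imaged fields per well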
b-catenin transl cell count 5 µM: recorded beside b-catenin transl, whose call it bears; cell count; measured here: cell count, cytotoxicity flag
MT stabilize HCS Hoechst-high %: further read-out of MT stabilize HCS, marked with its call; % Hoechst-high responders; measured here: nuclear condensation Hoechst responders;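 share of cells brighter than vehicle mean plus two SD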
MT stabilize HCS cytotoxicity %: further read-out of MT stabilize HCS, marked with its call; toxicity, %; measured here: cytotoxicity by cell density;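 0% = mean cell density of plate MIN control wells and 100% = no cells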
Autophagy mod cell loss 18 h: recorded beside Autophagy mod, whose call it bears; toxicity, %; measured here: cell loss, nuclei count;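 cell loss after 18 h compound exposure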
* marks the source's active call; other numbers are inactive results; i = inactive; ? = inconclusive; nt = not tested or not shown; & = joins results of further samples.

Compound	b-catenin transl	b-catenin transl cell count 5 µM	WT yeast gro inh	WT yeast gro inh mutant strain	Autophagy mod	Autophagy mod cell loss 18 h	Ins promoter up	Ins promoter up cell count	Hep lipid drop	Hep lipid drop cells 6.5 µM	Dynein cargo inh	Dynein cargo inh cytoplasmic EGFP	Dynein cargo inh nuclear GR-EGFP	Dynein cargo inh cell count	MT stabilize HCS	MT stabilize HCS Hoechst-high %	MT stabilize HCS cytotoxicity %	Yfh1-depleted yeast	HEK293 NOD2/NF-kB
CCOC(=O)N1CCC2(CC1)C(C#N)=C(N)OC1=C2C(=O)CC(C)C1 (stereo not drawn)	0.4	1405	34	-18	i	-27	0.12	1543	nt	nt	-0.08	-0.18	0.16	-0.14	1.6	1.7	10	i	12%
CCc1ccc(NC(=O)CSc2nnc(CC)c(CC)n2)cc1	nt	nt	-2	6	i	32	0.76	870	nt	nt	2.7	0.31	1.5	-1.4	1.8	1.2	6.4	i	25%
Cc1c(C(=O)NC(C)c2ccncc2)oc2ccccc12 (stereo not drawn)	-1.0	1058	-4	-6	i	-9	0.43	1983	-4	627	-0.66	0.18	-0.89	0.98	3.0	1.4	4.9	i	1%
COc1ccc(CNC(=O)CN(CC2CCCO2)C(=O)CNS(=O)(=O)c2ccc(C)cc2)cc1 (stereo not drawn)	-1.6	1197	nt	nt	i	-9	-0.22	1174	nt	nt	1.7	-0.15	0.82	-1	1.3	1.7	11	i	3%
NC(Cc1ccc(O)cc1)c1cn([C@@H](CCC(=O)O)C(=O)N2CCNCC2)nn1 (stereo partly drawn)	-1.4	1232	4	6	i	-6	2	1368	-2	703	0.54	-0.17	0.66	-0.69	4.0	2.7	8.4	i	1%
CCCCCOCC1CC(C/C(C)=N/NC(N)=O)(C(=O)OCC)C(=O)O1 (stereo not drawn)	1.1	1156	nt	nt	nt	nt	-0.25	1379	7	713	-0.17	-0.22	-0.092	-0.5	nt	nt	nt	i	0%
COC(=O)C(C(=O)OC)C(C[N+](=O)[O-])c1ccc(OC)cc1 (stereo not drawn)	1.0	1310	-38	-31	i	2	0.5	1713	nt	nt	0.42	0.46	0.038	-0.17	1.4	1.5	8.5	i	14%
CC(C)Sc1nc(N2CCOCC2)c2c(c1C#N)CC(C)(C)N(C)C2	-5.0	965	1	13	i	-6	nt	nt	-7	766	0.34	-0.089	0.28	-0.78	1.5	2.3	12	i	0%
O=C(C(Sc1ccccc1)c1ccccc1)N1CCN(c2ccccc2F)CC1 (stereo not drawn)	-3.6	751	30	20	i	1	0.3	981	nt	nt	-0.84	-0.23	-0.82	0.96	0.4	1.4	7.9	i	-22%
O=C(CCN1C(=O)/C(=C/C=C/c2ccccc2)SC1=S)Nc1nccs1	5.2	1404	12	4	i	8	0.38	1462	nt	nt	0.41	0.21	1	-0.2	3.8	1.8	3.4	nt	-5%
O=C(Nc1c[nH]c(=O)[nH]c1=O)c1ccc([N+](=O)[O-])cc1	-0.6	974	-9	13	i	-3	2	1740	8	653	1.2	-0.35	0.42	-0.55	1.9	1.4	14	i	-4%
Cc1ccc(Cl)cc1NC(=O)Nc1cccs1	-3.6	1070	13	-11	i	19	-0.05	1161	-13	707	-0.42	-0.26	-0.45	1.2	5.1	2.6	4.7	i	-3%
CCCn1c2c(c(O)c(C(=O)Nc3ncccc3C)c1=O)CCCC2	0.6	1165	-2	-12	i	7	-0.23	1208	nt	nt	0.62	0.091	0.58	-0.15	7.3	2.9	8.9	i	12%
CCOC(=O)C1=C(C)N=c2sc(=C(C)C)c(=O)n2C1c1ccc(N(C)C)cc1 (stereo not drawn)	nt	nt	nt	nt	i	-7	nt	nt	nt	nt	-0.79	-0.023	-0.74	0.62	3.3	1.7	6.0	i	nt
CCC(C)NC(=O)c1c(N)n(/N=C/c2ccccn2)c2nc3ccccc3nc12 (stereo not drawn)	1.0	1201	-1	4	i	4	-1.1	1043	nt	nt	0.92	0.56	0.32	0.51	2.0	1.0	1.8	i	4%
CCCc1c(C)[nH]c2ccc(C(=O)O)cc2c1=S	-0.8	1335	nt	nt	nt	nt	nt	nt	-39	393	-0.36	-0.22	0.41	-0.27	nt	nt	nt	i	-1%
CCc1nnc(NS(=O)(=O)c2ccc(NC(=S)NC(=O)c3ccc(OC)c(OC)c3)cc2)s1	-1.8	894	6	25	i	8	1.9	1366	-11	619	0.23	-0.18	0.28	-1.1	1.4	3.0	12	i	2%
COCCN1C(=O)c2ccccc2C(C(=O)NCCCN2CCCC2=O)C1c1c[nH]c2ccccc12 (stereo not drawn)	0.5	1219	-3	4	i	12	0.12	1233	-9	713	0.1	-0.18	0.58	-0.27	4.1	2.9	8.4	i	31%
C#CCOCCOCCOCCNc1nc(N2CCN(C(=O)Cn3cc(CCCN=C(N)N)nn3)CC2)nc(N2CCN(C(=O)[C@H](C)n3cc(CCCN=C(N)N)nn3)CC2)n1	nt	nt	-14	-26	i	1	0.61	1083	-3	720	1.3	-0.29	0.9	0.5	4.3	2.8	8.2	i	10%
CC(C)C(NC(=O)C1CCCCC1)C(=O)NCc1ccccn1 (stereo not drawn)	-0.1	1358	27	29	i	11	0.06	1631	nt	nt	-0.81	-0.22	-0.18	0.59	4.9	3.7	0.9	i	12%
CN(Cc1nc(-c2cnccn2)no1)Cc1n[nH]c2c1CCCCC2	-1.4	1357	nt	nt	nt	nt	1.3	956	-1	739	-1.1	0.064	-0.22	0.54	nt	nt	nt	i	-23%
CCCCOCCCNC(=O)Cc1ccccc1OC	1.7	1125	-2	-7	i	-7	-0.16	1017	nt	nt	-0.23	-0.38	0.02	0.38	3.4	2.1	7.2	i	9%
Cc1ccc(S(=O)(=O)Nc2nc(C)cc(NN)n2)cc1	-0.8	1333	nt	nt	nt	nt	-0.17	996	1	682	-0.054	-0.23	0.4	-0.051	nt	nt	nt	i	14%
CC(=O)NC1=C(NC2CCS(=O)(=O)C2)C(=O)c2ccccc2C1=O (stereo not drawn)	1.7	1035	16	9	i	16	0.17	1358	-17	671	-2.3	1.6	-1.2	0.24	8.3	1.5	3.3	i	5%
CC1CN(c2snnc2C=C2C(=O)OC(C)(C)OC2=O)CC(C)O1 (stereo not drawn)	-2.3	1104	12	5	i	29	-0.44	1315	23	661	-0.11	-0.18	-0.42	0.2	2.8	1.9	2.8	i	3%
Cc1c(O)c(=O)ccn1C	3.5	991	-11&-8	-2&12	i	15	0.51	1405	-3	722	0.075	-0.29	0.49	0.17	2.5	2.0	11	i	2%&-7%
Cc1ccc2c(c1)C(c1ccncc1)=NNC(c1ccc(C(C)C)cc1)=N2	-1.4	837	-11	-25	i	62	-1.7	1425	nt	nt	0.21	-0.24	-0.33	0.85	7.9	2.5	15	i	16%
C=CCNc1nc2c(c(=O)n(C)c(=O)n2C)n1Cc1ccc(F)cc1	-1.3	1086	7	-3	i	7	-4.3	866	-42	669	-0.61	-0.089	-0.25	0.3	2.5	3.7	1.1	i	13%
Cc1ccc(/C=N/NC(=O)c2cc(C3CC3)nc3ccccc23)o1	28	122	2	-1	i	14	?	nt	-12	540	0.28	-0.24	0.21	0.12	23*	18*	54*	i	16%
O=C(NCc1ccco1)c1cc([N+](=O)[O-])ccc1Cl	-0.7	1447	2	6	i	0	-0.02	1518	6	754	0.18	-0.34	-0.17	0.26	4.0	1.1	5.3	i	-8%

More compounds.
Compound	b-catenin transl	b-catenin transl cell count 5 µM	WT yeast gro inh	WT yeast gro inh mutant strain	Autophagy mod	Autophagy mod cell loss 18 h	Ins promoter up	Ins promoter up cell count	Hep lipid drop	Hep lipid drop cells 6.5 µM	Dynein cargo inh	Dynein cargo inh cytoplasmic EGFP	Dynein cargo inh nuclear GR-EGFP	Dynein cargo inh cell count	MT stabilize HCS	MT stabilize HCS Hoechst-high %	MT stabilize HCS cytotoxicity %	Yfh1-depleted yeast	HEK293 NOD2/NF-kB
Cc1cccc(-c2cc3nc(C)cc(NCCCn4ccnc4)n3n2)c1	-10	1257	-8	-10	i	-2	-0.06	860	4	729	0.6	-0.24	0.65	-0.11	2.8	1.6	5.6	i	-12%
O=C(Nc1ccc(F)c(Cl)c1)N1CCCC1	-0.2	1071	20	29	i	5	-0.67	1347	7	703	0.61	-0.17	0.5	-0.26	2.4	1.3	3.5	i	7%
N/C(=N\OC(=O)c1ccc(Cl)c(Cl)c1)c1cccnc1	-3.8	1164	-21	-5	i	1	0.93	903	9	736	-0.3	0.12	0.22	-0.024	2.0	1.0	6.0	i	-52%
Cc1cccc(NC(=O)CN2C(=O)NC(C)(c3ccc4c(c3)OCO4)C2=O)c1 (stereo not drawn)	2.4	1190	-4	-1	i	33	-0.64	916	27	773	-0.45	0.012	0.14	-0.7	1.6	1.2	6.5	i	-14%
COc1ccc(/C=C2\CCc3c2nc2ccccc2c3C(=O)O)cc1OC	-0.5	1302	nt	nt	nt	nt	0.05	1119	-1	787	-0.79	-0.27	-0.38	0.91	nt	nt	nt	i	-13%

Only part of the results is shown; the hit share may differ from the screen's.
